EBI2 antag = EBI2 (human) antagonism | EBI2 beta-arrestin recruitment, luminescence, 7a,25-OHC stimulated | inhibition, % at 5 µM | 360,000 tested, 0.81% active; in the data active = inhibition above about 38%;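 also: enzyme fragment complementation signal reports receptor beta-arrestin coupling in cells; 0% = agonist plus DMSO wells and 100% = wells without agonist; some results beyond the cut were filed as inactive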
CXCR6 block = CXCR6 (human) receptor inhibition. O00574. CHO-K1 PathHunter CXCR6 beta-arrestin, luminescence. inhibition, % at 20 µM. 360,000 tested, 0.36% active. AID 602244; in the data active = inhibition above about 34%, passing the limit was not always enough;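 also: antagonist mode with CXCL16 agonist at 10 nM final; 0% = 10 nM CXCL16 with DMSO and 100% = unstimulated wells without agonist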
Target sequence (O00574 whole entry, looked up): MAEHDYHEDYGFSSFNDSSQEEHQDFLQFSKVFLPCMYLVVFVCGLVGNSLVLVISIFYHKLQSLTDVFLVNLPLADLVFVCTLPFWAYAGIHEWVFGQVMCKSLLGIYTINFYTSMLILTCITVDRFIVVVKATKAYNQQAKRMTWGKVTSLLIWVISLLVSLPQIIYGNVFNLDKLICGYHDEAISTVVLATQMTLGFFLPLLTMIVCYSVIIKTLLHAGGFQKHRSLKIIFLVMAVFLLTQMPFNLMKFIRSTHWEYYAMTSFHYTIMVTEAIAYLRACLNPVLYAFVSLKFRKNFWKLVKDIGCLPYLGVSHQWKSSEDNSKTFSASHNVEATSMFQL
CCR6 antagonist = antagonists of human CCR6 receptor | P51684 | CHO-K1 CCR6 PathHunter beta-arrestin, luminescence, CCL20-stimulated | inhibition, % at 20 µM | 340,000 tested, 0.49% active | AID 493098;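 active = compounds whose inhibition of the agonist-driven luminescence signal at 20 µM reaches about 50%, limit read from the data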;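 also: cells stimulated with CCL20 at 14 nM final; plate controls were DMSO with CCL20 for no effect and DMSO without agonist for full effect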
Gli-Sufu block = blocks Gli-Sufu signaling in a luciferase reporter | Sufu-KO-LIGHT fibroblasts, Gli luciferase reporter luminescence | inhibition, % at 5 µM | 340,000 tested, 0.74% active | AID 588413;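 active = inhibition above about 55%, limit read from the data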;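 also: 0% = DMSO-treated cells and 100% = wells with medium but no cells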
697 NFkB inh = inhibitors of the PMA/ionomycin-induced NF-kB reporter in 697 B cells; AID 435022; 330,000 tested, 0.33% active; 697 B-cell NF-kB luciferase reporter, 16 h; inhibition, % at 4 µM; in the data active = inhibition above about 35%
Jurkat NFkB inh = inhibitors of the PMA/ionomycin-induced NF-kB reporter in Jurkat cells; 330,000 tested, 0.53% active; PMA/ionomycin-induced NF-kB luciferase reporter, luminescence; inhibition, % at 4 µM; in the data active = inhibition above about 50%
UBC13 inh = inhibitors of human UBC13 polyubiquitin chain formation. P61088. TR-FRET. inhibition, % at 20 µM. 330,000 tested, 0.47% active. AID 485273; in the data active = inhibition above about 45%, passing the limit was not always enough
Target sequence (P61088 whole entry, looked up): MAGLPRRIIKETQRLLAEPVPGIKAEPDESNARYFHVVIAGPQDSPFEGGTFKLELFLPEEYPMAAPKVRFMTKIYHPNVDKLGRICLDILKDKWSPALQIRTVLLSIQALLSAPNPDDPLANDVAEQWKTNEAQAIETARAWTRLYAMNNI
APJ antag = APJ receptor antagonism. P35414. CHO-K1 APJ beta-arrestin complementation, luminescence. inhibition, % at 20 µM. 330,000 tested, 0.32% active. AID 2521;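 active = inhibition above about 40% at 20 µM, limit read from the data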;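 also: cells challenged with 10 nM apelin-13 agonist together with compound; plate controls were apelin-13 plus DMSO wells for no effect and DMSO wells lacking apelin-13 for full effect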
Target sequence (P35414 whole entry, looked up): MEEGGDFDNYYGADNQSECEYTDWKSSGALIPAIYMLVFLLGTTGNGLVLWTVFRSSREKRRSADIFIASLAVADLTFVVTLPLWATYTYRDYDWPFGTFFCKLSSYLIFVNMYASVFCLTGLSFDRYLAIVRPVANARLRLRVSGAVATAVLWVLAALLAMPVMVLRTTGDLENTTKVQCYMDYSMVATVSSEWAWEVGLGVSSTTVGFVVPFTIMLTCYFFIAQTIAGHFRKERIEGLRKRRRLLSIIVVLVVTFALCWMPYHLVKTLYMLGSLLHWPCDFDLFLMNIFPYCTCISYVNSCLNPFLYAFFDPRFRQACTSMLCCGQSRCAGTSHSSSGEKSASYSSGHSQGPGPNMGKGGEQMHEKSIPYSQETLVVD
* hit, by the source's call; · = no result given.

SMILES	EBI2 antag	CXCR6 block	CCR6 antagonist	Gli-Sufu block	697 NFkB inh	Jurkat NFkB inh	UBC13 inh	APJ antag
CN(CCc1ccccc1)C(=O)c1cccc(NC(=O)Cc2cccc(NC(=O)C3CCCN(C(=O)C4CCCCC4)C3)c2)c1 (stereo unspecified)	3	0	4	-2	·	·	·	·
c1ccc(N2CCN(Cc3ccsc3)CC2)nc1	-16	-3	8	3	2	2	2	-25
CCOC(=O)C1CCN(C(=O)Cc2cccc3ccccc23)CC1	3	3	8	3	12	-2	1	6
NCCCC[C@H]1CNC(=O)C(=O)N1CCc1cccc2ccccc12	-8	-8	0	-7	7	-8	5	-43
CCN1CCN(C(=O)Cn2ncc3c([nH]c4ccc(C)cc43)c2=O)CC1	15	-2	8	-8	-13	7	-5	-20
CCN(CC)c1nc(N)c2c(N)nc(OC)cc2c1C#N	3	3	-4	19	-11	-5	6	-52
COc1cccc(NC(=O)c2oc3ccc(S(=O)(=O)N4CCOCC4)cc3c2C)c1	-3	-3	-7	4	13	7	0	-8
CC(=O)Nc1ccc(NC(=O)Nc2ccc(C)c(C)c2)cc1	3	-10	8	-9	-15	-13	8	2
CC(C)(Oc1ccc(Cl)cc1)C(=O)NCc1ccncc1	2	-6	-6	0	6	7	-6	10
CCCCNC(=O)N(O)C1N(/N=C/c2cccnc2)C(=S)SC1(C)C (stereo unspecified)	1	3	-2	-1	15	-3	3	20
Clc1ccc(CN2CCCCCC2)cc1Cl	0	2	18	1	3	-9	7	6
O=C(Nc1cccc(NC(=O)c2cc([N+](=O)[O-])ccc2Cl)n1)c1cc([N+](=O)[O-])ccc1Cl	30	-13	14	2	-100	50	1	-50
CCC(C)(C)NC(=O)C(C(C)C)N(CC1CCCO1)C(=O)CNS(=O)(=O)c1ccc(F)cc1 (stereo unspecified)	6	-2	1	3	6	18	2	29
COC(=O)c1ccc(NC(=S)NN2CCOCC2)cc1	-8	1	1	-20	6	-19	2	6
Cc1ccc(NC(=S)N(CCN(C)C)C(C)c2cccnc2)cc1 (stereo unspecified)	5	-16	-2	8	1	13	4	-10
COc1ccc(-c2nc(CCNC(=O)c3ccc(Br)o3)cs2)cc1	6	-6	7	4	-27	-12	7	-13
CCN(CC)S(=O)(=O)c1ccc(/C=C/C(=O)OCC(=O)c2c(N)n(C)c(=O)n(C)c2=O)cc1	-7	-11	9	17	5	-8	-11	-11
NS(=O)(=O)c1cccc(NC(=O)Nc2ccccc2)c1	0	-1	1	0	12	-14	0	-16
Cc1ccc([N+](=O)[O-])c(NC(=O)COC(=O)C2CC3CCCC(C2)C3=O)c1C (stereo unspecified)	-4	2	6	6	-6	3	2	1
Cc1cccc2cc(CN(C(=O)c3cccs3)c3ccccc3)c(=O)[nH]c12	-5	0	-8	2	-10	17	8	-10
COc1cc(-c2nnc3sc(-c4ccco4)nn23)cc(OC)c1OC	0	-9	-8	11	1	1	3	2
O=[N+]([O-])c1cc(S(=O)(=O)N2CCCC2)ccc1OCCOc1ccccc1	1	-3	19	4	20	-4	6	12
CCOC(=O)c1c(NC(=O)C(Sc2ccccc2)c2ccccc2)sc(C(N)=O)c1C (stereo unspecified)	36	15	-15	7	11	-3	11	-11
COC(=O)c1c(NC(=O)CN2C(=O)c3ccccc3C2=O)sc(Cc2ccc3c(c2)OCO3)c1C	63*	6	-8	9	-8	-5	-27	2
CC1CCCC(C)N1CCCNC(=O)Cn1ncc2c([nH]c3ccccc32)c1=O (stereo unspecified)	-1	-4	-10	0	0	8	10	12
NNc1ccc(Cl)nn1	4	10	-2	-1	14	2	-12	-6
Cc1cc(Cl)nc(Cl)c1C(=O)N1CCOCC1	-9	-4	-1	-3	12	-13	-8	4
COc1ccc(C(=O)Nc2nc3cc4c(cc3s2)OCCO4)c(OC)c1	4	-9	6	14	20	-7	15	5
Cc1ccc(S(=O)(=O)Nc2c(C)ccc3nsnc23)cc1	0	-1	-4	4	6	7	-6	-6
CCC1(C)CC2(CCCN(CCC(O)(c3ccccc3)c3ccccc3)C2)CCO1 (stereo unspecified)	22	3	18	1	20	13	6	-6
Nc1ccc[n+](Cc2ccccn2)c1	-7	2	-11	-2	-6	3	4	9
O=C(NCCCCCNC(=O)c1cccnc1)c1cccnc1	-3	-5	-9	-1	9	6	4	16
COC(=O)c1sc(NC(=S)NC(=O)c2cc(OC)c(OC)c(OC)c2)nc1C	18	12	-1	-1	9	3	-6	15
O=C(NCCC1=CCCCC1)C1CCC(=O)N(Cc2cccc(C(F)(F)F)c2)C1 (stereo unspecified)	7	1	-25	13	3	-11	-6	-6
Cc1ccc(S(=O)(=O)N2CCN(C(=O)c3ccco3)CC2)c(C)c1	-1	-5	-1	1	-21	-1	7	-21
COc1ccc(N2C(=O)c3cccc4cccc(c34)C2=O)cc1	-5	-6	-12	9	21	-5	5	5
CCc1ccc(NS(=O)(=O)c2ccc3c(c2)oc(=O)n3C)cc1	7	0	-1	1	-6	-12	-5	6
COC(=O)c1ccc(CNS(=O)(=O)c2ccc3ccccc3c2)cc1	-5	7	15	14	-3	9	8	26
O=C1CN(C(=O)C2CCC(=O)N(CCc3ccc(Cl)cc3)C2)CCN1 (stereo unspecified)	5	-1	2	3	-12	4	-4	-1
CCOC(=O)CSc1nnc(CNC(=O)c2ccco2)n1-c1ccc(F)cc1	-11	0	-7	1	17	6	14	6

Sorted by SMILES length (smallest number first): some entries from above
SMILES	EBI2 antag	CXCR6 block	CCR6 antagonist	Gli-Sufu block	697 NFkB inh	Jurkat NFkB inh	UBC13 inh	APJ antag
c1ccc(N2CCN(Cc3ccsc3)CC2)nc1	-16	-3	8	3	2	2	2	-25
COC(=O)c1ccc(NC(=S)NN2CCOCC2)cc1	-8	1	1	-20	6	-19	2	6
O=C(NCCCCCNC(=O)c1cccnc1)c1cccnc1	-3	-5	-9	-1	9	6	4	16
CCN(CC)c1nc(N)c2c(N)nc(OC)cc2c1C#N	3	3	-4	19	-11	-5	6	-52
CC(C)(Oc1ccc(Cl)cc1)C(=O)NCc1ccncc1	2	-6	-6	0	6	7	-6	10
CCOC(=O)C1CCN(C(=O)Cc2cccc3ccccc23)CC1	3	3	8	3	12	-2	1	6
COc1ccc(-c2nc(CCNC(=O)c3ccc(Br)o3)cs2)cc1	6	-6	7	4	-27	-12	7	-13
COC(=O)c1ccc(CNS(=O)(=O)c2ccc3ccccc3c2)cc1	-5	7	15	14	-3	9	8	26
CCOC(=O)CSc1nnc(CNC(=O)c2ccco2)n1-c1ccc(F)cc1	-11	0	-7	1	17	6	14	6
CCC1(C)CC2(CCCN(CCC(O)(c3ccccc3)c3ccccc3)C2)CCO1 (stereo unspecified)	22	3	18	1	20	13	6	-6
O=[N+]([O-])c1cc(S(=O)(=O)N2CCCC2)ccc1OCCOc1ccccc1	1	-3	19	4	20	-4	6	12
COc1cccc(NC(=O)c2oc3ccc(S(=O)(=O)N4CCOCC4)cc3c2C)c1	-3	-3	-7	4	13	7	0	-8
CCOC(=O)c1c(NC(=O)C(Sc2ccccc2)c2ccccc2)sc(C(N)=O)c1C (stereo unspecified)	36	15	-15	7	11	-3	11	-11
CCN(CC)S(=O)(=O)c1ccc(/C=C/C(=O)OCC(=O)c2c(N)n(C)c(=O)n(C)c2=O)cc1	-7	-11	9	17	5	-8	-11	-11
O=C(Nc1cccc(NC(=O)c2cc([N+](=O)[O-])ccc2Cl)n1)c1cc([N+](=O)[O-])ccc1Cl	30	-13	14	2	-100	50	1	-50

(next part)
SMILES	EBI2 antag	CXCR6 block	CCR6 antagonist	Gli-Sufu block	697 NFkB inh	Jurkat NFkB inh	UBC13 inh	APJ antag
COCCSc1ccccc1C(=O)Nc1ccc2c(c1)OCO2	0	-3	-6	3	3	2	4	-9
O=C(c1ccco1)N1CCN(C(=O)C2CC2)CC1	-9	10	0	-3	-4	7	4	3
COc1ccccc1NC(=O)C(=O)NCCC1CCCCN1S(=O)(=O)c1ccc(F)cc1 (stereo unspecified)	6	13	12	5	-9	7	2	7
O=S(=O)(N/N=C\c1ccc2c(c1)OCO2)c1ccccc1	0	-6	1	-11	-2	12	-4	0
O=C(N/N=C/c1cc([N+](=O)[O-])ccc1O)c1ccncc1	16	8	6	-1	8	2	-32	5
CCOC(=O)C1CCN(S(=O)(=O)c2ccc(C)c(C(=O)NC3CCCCC3)c2)CC1	3	-5	5	10	7	-7	2	-1
CCOC(=O)C1(Cc2ccccc2)CCN(Cc2cccc3c2OCO3)CC1	11	-19	-3	-6	-10	8	9	9
O=C(Nc1cccn2ncnc12)C(F)(F)F	0	-5	-1	-1	-12	-9	-9	-9
COc1ccc(CNC(=O)COC(=O)CCCOc2ccc(Cl)cc2Cl)cc1OC	-13	-8	4	0	1	2	12	4
COc1cccc(C(=O)NCC2CCCN2S(=O)(=O)c2cccs2)c1 (stereo unspecified)	-3	-8	-2	9	14	-1	-1	-3
O=C(Nc1nc2ccccc2s1)C1CC(=O)N(c2ccc(F)cc2)C1 (stereo unspecified)	-2	1	3	-4	22	6	13	9
O=C(O)c1cccc(NC(=O)c2ccccc2NC(=O)c2ccccc2F)c1	-12	1	2	27	-4	-6	-6	-33
O=C(Nc1cc(C(F)(F)F)ccc1N1CCOCC1)c1c(F)c(F)c(F)c(F)c1F	5	-7	-29	0	-35	-20	-13	-8
COc1ccc(C(=O)Nc2ccccc2C(=O)N2CCCCC2C)cc1 (stereo unspecified)	-4	0	-6	12	-2	-6	-7	3
Cc1[nH]c2ccccc2c1-c1nc(N)sc1C	-2	-7	4	6	12	-1	-1	-7
Cc1cccc(OCC(=O)NCCCNC(=O)c2cccnc2)c1	-6	4	8	0	-7	3	7	8
Cc1ccc2ccccc2[n+]1CCCS(=O)(=O)[O-]	-1	-4	11	-21	-9	2	-4	3
CC(=O)Nc1ccc(N(C)S(C)(=O)=O)cc1	-15	-1	3	3	16	-4	6	4
CCCCc1cc(=O)oc2cc(OCC(=O)NCc3ccccn3)c(Cl)cc12	-5	7	12	-1	6	-6	-1	-23
O=C(C1=C(O)C(=O)N(CCN2CCOCC2)C1c1ccc(F)cc1)c1cc2ccccc2o1 (stereo unspecified)	7	2	12	-10	4	2	-14	16
Cc1cc(NC(=O)c2ccc(Cn3cc([N+](=O)[O-])cn3)o2)no1	-6	3	-4	3	-23	-10	-2	16
COc1cccc(NC(=O)CNC(=O)Cn2cnc3sc(C)c(C)c3c2=O)c1	5	-10	16	27	-6	-7	3	0
COc1cc(CNCc2cccnc2)ccc1OCC(=O)NC(C)(C)C	4	-3	-2	-5	-1	-18	-3	-3
C#CCOCCOCCOCCNc1nc(N2CCN(C(=O)CCCCCCCCCCNC(=O)[C@H](CCCCN)n3cc(CCO)nn3)CC2)nc(N2CCN(C(=O)CCCCCCCCCCNC(=O)[C@H](CCCCN)n3cc(CCCC(=O)O)nn3)CC2)n1	1	0	2	24	15	13	117*	26
CN(C)S(=O)(=O)N1CCC(c2ccc(F)cc2)C(COc2ccc3c(c2)OCO3)C1 (stereo unspecified)	21	-2	10	6	10	5	-4	3
COCCn1c(SCc2nc3scc(-c4ccc(Cl)cc4)c3c(=O)[nH]2)nnc1-c1cccc(C)c1	-3	-2	1	16	17	5	2	-19
O=C(Nc1ccc2c(c1)CCC2)c1ncoc1-c1ccccc1F	3	1	-3	20	15	-25	3	-9
CC(C)CC(c1nnnn1CCc1ccccc1)N1CCC(C(N)=O)CC1 (stereo unspecified)	-8	4	14	15	-2	-6	-5	-3
